SENP1 FRET inh = blocks the human SENP1 SUMO protease catalytic domain. recombinant SENP1 catalytic domain, CyPet-SUMO1-YPet FRET cleavage. inhibition, % at 10 µM. actives 0.21% (n = 360,000). AID 624204;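 active = inhibition at least 30% at 10 µM, raw YFP signal under a set limit, fluorescence ratio 0.5 to 1.5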;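 also: 0% = enzyme with DMSO and 100% = no enzyme wells; some results filed as inactive read as strong as hits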
Target sequence (Q9P0U3 419-644 limits assumed): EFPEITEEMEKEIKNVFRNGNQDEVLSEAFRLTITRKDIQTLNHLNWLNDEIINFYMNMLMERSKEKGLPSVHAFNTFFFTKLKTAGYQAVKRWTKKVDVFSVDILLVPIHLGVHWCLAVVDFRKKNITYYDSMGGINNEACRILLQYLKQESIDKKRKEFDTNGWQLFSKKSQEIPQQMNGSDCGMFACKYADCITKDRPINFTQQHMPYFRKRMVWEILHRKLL
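Test system: human SENP1 catalytic domain; medium: Tris pH 8 buffer plus EDTA, NaCl, BME, BSA, NP40, catalase; incubation: 50 min reaction at room temperature; technique: FRET, CFP and YFP emission; controls: no-enzyme low control and enzyme-plus-DMSO high control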
SENP8 inh = inhibitors of human SENP8 protease | inhibition, % at 20 µM | recombinant SENP8, Nedd8 substrate fluorescence | actives 0.64% (n = 360,000) | Q96LD8; in the data active = inhibition mostly above about 40%, no sharp cut-off; inactive = mostly below about 27%
Target sequence (Q96LD8 whole entry, looked up): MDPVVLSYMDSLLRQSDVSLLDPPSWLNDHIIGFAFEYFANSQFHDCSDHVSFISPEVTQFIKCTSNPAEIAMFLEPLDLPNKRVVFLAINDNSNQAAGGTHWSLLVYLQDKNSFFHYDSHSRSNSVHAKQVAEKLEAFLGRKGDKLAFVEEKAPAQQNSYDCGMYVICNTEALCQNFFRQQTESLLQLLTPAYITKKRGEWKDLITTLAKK
Numbers without * were called inactive; i = inactive. The list is partial; rates above refer to the full screens.

The line under a structure holds: SENP1 FRET inh, SENP8 inh
#1 O=C1c2c(-c3ccc(Br)cc3)noc2CCN1Cc1cn(C2CCCC2)nn1
  0, 10
#2 COCCCN1C(=O)C(CC(=O)NC(c2ccccc2)c2ccccc2)CC(C(=O)N2CCCCCC2)=C1C (stereo not drawn)
  -3, 8
#3 C=CCN(CC=C)Cc1cc(=O)oc2ccccc12
  0, 28
#4 O=C(NCc1cccs1)c1ccc2sc([C@@H]3O[C@H](CO)[C@H](O)[C@H](O)[C@H]3O)nc2c1
  1, 11
#5 CNC(=O)C1Cc2c(-c3ccccc3Oc3ccccc3)ccnc2O1 (stereo not drawn)
  1, 5
#6 C[C@H](NC(=O)CC[C@H]1O[C@@H](n2ccc(=O)[nH]c2=O)[C@H](O)[C@@H]1O)c1cccc2ccccc12
  -1, 20
#7 O=C(Nc1ccc2ccccc2c1)C(c1ccccc1)n1c(=O)c(-c2cc3ccccc3[nH]2)nc2ccccc21 (stereo not drawn)
  -19, -419
#8 CC=CCn1c(SCc2ccccc2)nc2c1c(=O)[nH]c(=O)n2C
  2, 4
#9 CCCCN(C(C)=O)c1c(CC)nc2ccc(C(=O)Nc3cccc(OCC(=O)N(C)C)c3)cn12
  0, -19
#10 Cc1ccc(S(=O)(=O)N2C(c3cccc(Cl)c3)CC=C(C(=O)O)C2c2cccc(Cl)c2)cc1 (stereo not drawn)
  3, 16
#11 COc1cccc(CN2CCC2(C)C(=O)Nc2cccc(NS(C)(=O)=O)c2)c1OC (stereo not drawn)
  -3, 12
#12 CCc1nc2ccc(C(=O)NCCCN3CCCC3=O)cn2c1N(C)C(=O)c1cccc(OC)c1
  -3, -3
#13 COc1ccc(NC(=O)C2CCCN2S(=O)(=O)c2ccc3c(c2)C(C)(C)C(=O)N3C)cc1 (stereo not drawn)
  3, 12
#14 CC(C)C[C@@H]1CN(CCCC[C@H]2CNC(=O)C(=O)N2CCC2CCCCC2)C(=O)C(=O)N1Cc1ccccc1
  -3, -2
#15 CC(C)CNC(=O)C1(C)CCCN1C(=O)c1cccnc1Oc1ccccc1 (stereo not drawn)
  0, 6
#16 CC1(C(=O)NS(=O)(=O)c2cccc(C#N)c2)CCN1C(=O)c1ccccc1CCc1ccccc1 (stereo not drawn)
  3, 12
#17 COCCCN1C(=O)C(CC(=O)NCCc2ccccn2)CC(C(=O)N2CCCCCC2)=C1C (stereo not drawn)
  -3, 13
#18 CCOC(=O)C1(C)CCN1C(=O)c1cc2ccccc2s1 (stereo not drawn)
  -2, 6
#19 COc1ccc(NC(=O)c2cc(C3CCCCN3C(=O)C3CC3)on2)c(C)c1 (stereo not drawn)
  0, 6
#20 Cc1ccc(Cl)cc1-c1cc(C(=O)NCc2ccccc2)[nH]n1
  -1, 12
#21 O=[N+]([O-])c1ccc(CN2[C@H](COCc3ccccc3)[C@@H](N3CCCC3)CS2(=O)=O)cc1
  -2, 18
#22 C[C@@H](c1ccccc1)N1C[C@@H](COCc2ccccc2)Oc2cc(N3CC[C@H](O)C3)ccc2S1(=O)=O
  2, 16
#23 COCCNc1nc(NCCN2CCNC2=O)c2sc(-c3ccccc3)cc2n1
  1, -408
#24 O=C1C(Sc2ccccc2)=C[C@@]2(O)CC[C@@H](O)[C@]1(Sc1ccccc1)[C@H]2O
  -1, 11
#25 COc1cccc(C(O)c2nc(-c3ccc(C)c(C)c3)cs2)c1 (stereo not drawn)
  1, 5
#26 CC1(C(=O)NCc2ccccc2)CN(S(C)(=O)=O)CC(=O)N1Cc1cccc(F)c1 (stereo not drawn)
  -2, 12
#27 COc1cccc(C(=O)N2CCC[C@H]2C(=O)N2CCC[C@H]2C(=O)N[C@@H](C)c2ccccc2)c1
  3, 6
#28 OC(c1ccc(Cl)c(Cl)c1)c1ncc(-c2ccc(C(F)(F)F)cc2)[nH]1 (stereo not drawn)
  -1, 4
#29 Nc1nc2ncccc2cc1C(=O)NC1CCCCC1
  -6, -394
#30 COc1ccc(-c2coc3c(C(=O)Nc4cc(OC)c(OC)c(OC)c4)cccc23)c(C)c1
  -1, 1
#31 COc1cccc(C(O)c2nc(-c3ccc(Cl)cc3)cs2)c1 (stereo not drawn)
  3, 11
#32 COc1ccccc1Cc1c(-c2ccco2)nc2ccc(Cl)cn12
  -5, -188
#33 CC1(C(=O)NS(=O)(=O)c2ccc(Cl)cc2)CCN1C(=O)Cc1ccccc1 (stereo not drawn)
  0, 14
#34 COC(=O)C[C@H]1CC[C@@H](NC(=O)Nc2ccc(C(F)(F)F)cc2)[C@@H](CO)O1
  0, 20
#35 O=C1NC[C@@H](CCCCN2C[C@H](Cc3ccc(O)cc3)N(CCc3ccc(O)cc3)C(=O)C2=O)N(CC2CCCCC2)C1=O
  2, 7
#36 COc1cc(OC)cc(-c2c(Sc3ccccc3)c3cc(-c4ccc(SC)cc4)ccc3n2C)c1
  -2, -407
#37 COCCCNC(=O)c1ccc(-c2c(C)noc2C)c2ccoc12
  -4, -10
#38 Cc1cc(C)n(CCNC(=O)[C@H]2O[C@@H](n3ccc(N)nc3=O)[C@H](O)[C@@H]2O)n1
  -2, 15
#39 CCc1nc2ccc(C(=O)Nc3cccc(NS(C)(=O)=O)c3)cn2c1N(C=O)CCC(C)C
  -2, -46
#40 CC1(C)Oc2cc3oc(=O)ccc3c3c2C2C1CCC(C)(O3)C2O (stereo not drawn)
  -12, 0
#41 Oc1c(N=Nc2nn[nH]n2)ccc2ccccc12
  13, 55*
#42 CC1(C(=O)NCc2cccnc2)CCN1C(=O)Cc1cccs1 (stereo not drawn)
  -2, 5
#43 CCCCN(C=O)c1c(CC)nc2c(OCc3ccc(C(F)(F)F)cc3)cccn12
  -3, 2
#44 Cn1ccc2c(-c3ccc(F)cc3F)cc3c(c21)C1CCC3C1 (stereo not drawn)
  -1, -292
#45 Cc1ccsc1C(=O)N1CCC1(C)C(=O)NCc1cccnc1 (stereo not drawn)
  5, 21
#46 CCC(=O)N[C@@H]1C=C[C@@H](CC(=O)NCc2ccccc2F)O[C@@H]1CO
  0, 18
#47 CCCCNC(=O)C1(C)CCN1C(=O)c1ccc(OC)c(F)c1 (stereo not drawn)
  1, 18
#48 O=S1(=O)CC(N2CC=CC2)CN1Cc1cn(Cc2ccc(F)cc2)nn1 (stereo not drawn)
  1, 29
#49 CC1=C(C(=O)N2CCCCCC2)CC(CC(=O)NCCN2CCOCC2)C(=O)N1Cc1ccccc1 (stereo not drawn)
  4, 22
#50 CCCc1ccc(C(O)c2ncc(-c3cccc(C)c3)[nH]2)cc1 (stereo not drawn)
  -4, 5
#51 COc1cc(CCN=Cc2ccccc2O)c([N+](=O)[O-])cc1OC
  -2, 17
#52 CCCCC[C@@H](C)N1C[C@H](COCc2ccccc2)Oc2cc(N3CC[C@H](O)C3)ccc2S1(=O)=O
  1, 14
#53 O=C(Nc1cccc(C(F)(F)F)c1)c1csc([C@H]2C[C@H](O)[C@@H](CO)O2)n1
  1, 21
#54 CCOC(=O)C1=C[C@@H](C2CCCCC2)N(S(=O)(=O)c2ccc([N+](=O)[O-])cc2)[C@H]1c1ccccc1
  0, 8
#55 CCN(CC)c1cc2c(c3c1ccn3C)C1CCC2O1 (stereo not drawn)
  0, 27
#56 CCOc1cc(OCC)cc(C(=O)N2CCC[C@H]2C(=O)N2CCC[C@H]2C(=O)N(C)Cc2ccccc2)c1
  9, 6
#57 O=C(COc1ccc2c(-c3ccccc3)cc(=O)oc2c1)N1C[C@H]2C[C@@H](C1)c1cccc(=O)n1C2
  0, -31
#58 Cc1cccc(C)c1NC(=O)c1csc([C@@H]2O[C@H](CO)[C@H](O)[C@H](O)[C@H]2O)n1
  -2, 0
#59 CCCCNC(=O)C(NC(=O)c1ccc2ccccc2c1)C(=O)c1ccccc1 (stereo not drawn)
  3, 14
#60 S=C(NCCc1ccccc1)N1CCC2CC1c1cc(-c3ccc4c(c3)OCO4)ccc12 (stereo not drawn)
  1, 12

(continued)
The line under a structure holds: SENP1 FRET inh, SENP8 inh
#61 CC(C)(C)NC(=O)C1(C)CCC(=O)N1C1CCN(Cc2ccccc2)CC1 (stereo not drawn)
  1, 9
#62 Cc1cc(C)nc(Nc2nc(C(N)Cc3ccc(Cl)cc3)cs2)n1 (stereo not drawn)
  -2, 14
#63 CCN(C)C1CN(Cc2cn(CCCC(=O)OC)nn2)S(=O)(=O)C1 (stereo not drawn)
  2, 13
#64 Cn1ccc2c(N3c4ccccc4CCc4ccccc43)cc3c(c21)C1CCC3C1 (stereo not drawn)
  -47, -48
#65 COC(=O)[C@@]1(Cc2ccc(F)cc2)[C@H]2c3cc(C(=O)N(C)C)n(CC4CC4)c3C[C@H]2CN1C(=O)c1ccccc1
  -3, 0
#66 O=C(NCc1ccncc1)c1ccc(-c2ccc(F)c(F)c2)c2ccoc12
  -3, 14
#67 CCCS(=O)(=O)NC(=O)C1(C)CCCN(C(=O)c2ccccc2OC)C1 (stereo not drawn)
  4, 9
#68 CCCCNC(=O)C1(C)CCCCN1C(=O)c1ccc2ccccc2n1 (stereo not drawn)
  1, 16
#69 CCCCNC(=O)C1(C)CCCCN1C(=O)c1cccs1 (stereo not drawn)
  1, 6
#70 COC(=O)c1ccc(CNC(=O)/C=C/[C@H]2O[C@@H](n3cc(C)c(=O)[nH]c3=O)C[C@@H]2O)cc1
  2, 36
#71 O=C1NC[C@H](Cc2ccc(O)cc2)N(C[C@H]2CCCN2C[C@H](Cc2ccccc2)N2C[C@H](Cc3ccccc3)N(CCc3ccccc3)C(=O)C2=O)C1=O
  0, 16
#72 COc1ccccc1CNc1nc(-c2ccccc2CO)c2sccc2n1
  -17, i
#73 CCOC(=O)N1CCN(C(c2ccnc3ccccc23)c2nnnn2-c2ccc3c(c2)OCCO3)CC1 (stereo not drawn)
  1, 15
#74 COc1cc(CNc2ncnc3c2ncn3[C@H]2CN(CCN3CCOCC3)C[C@@H](CO)O2)cc(OC)c1OC
  2, 16
#75 CC(C)C1Cc2[nH]c(=S)[nH]c(=O)c2C(c2ccc(F)cc2)O1 (stereo not drawn)
  -1, 8
#76 CCc1nc2c(OCc3c(C)noc3C)cccn2c1N(C=O)Cc1ccccc1
  -6, 1
#77 COc1cc(C(O)c2nc(-c3csc4ccccc34)cs2)ccc1F (stereo not drawn)
  0, 10
#78 Cc1nc2ccc(C(=O)N3c4ccccc4N=C(c4ccc(C(F)(F)F)cc4)C3C(=O)NC(C)(C)C)cc2[nH]1 (stereo not drawn)
  18, -249
#79 CC(C)(C)c1cc2nc(NCc3cccc(Cl)c3)ccn2n1
  -6, -341
#80 CCOC(=O)c1ccc(CN2CCCC(C)(C(=O)NCCOC)C2)cc1 (stereo not drawn)
  4, 13

One compound at a time (already shown).
Profile of COCCNc1nc(NCCN2CCNC2=O)c2sc(-c3ccccc3)cc2n1 : SENP1 FRET inh: 1; SENP8 inh: -408
Profile of Cc1ccsc1C(=O)N1CCC1(C)C(=O)NCc1cccnc1 (stereo not drawn) : SENP1 FRET inh: 5; SENP8 inh: 21

Later entries:
The line under a structure holds: SENP1 FRET inh, SENP8 inh
#81 OCCCNc1ncnc2c1ncn2[C@H]1CN(Cc2ccc(-c3ccccc3)cc2)C[C@@H](CO)O1
  1, 1
#82 COC(=O)N1CCCCC1c1cc(C(=O)NCc2ccccc2)no1 (stereo not drawn)
  1, 13
#83 CCCCn1nnnc1C(c1cc2ccccc2o1)N(C)Cc1ccccc1 (stereo not drawn)
  -3, 10
#84 Cc1nnc(NCC=Cc2ccccc2)s1
  2, 5
#85 COc1ccc(C(NC(=O)C2CCN(C/C=C/c3ccc(OC(C)=O)c(OC)c3)CC2)c2ccccn2)cc1 (stereo not drawn)
  -5, 5
#86 Cc1ccc(S(=O)(=O)N2CC3=C(C2)C2CC2(C)C3)cc1 (stereo not drawn)
  0, 10
#87 COC(=O)c1cccc(CN2C(=O)C(C)Sc3ccc(C#N)cc32)c1 (stereo not drawn)
  2, 4
#88 COc1ccc(-c2cc(C(=O)NCC3CCCCC3)[nH]n2)c(C)c1
  -1, 0
#89 Cc1cc(C(=O)N2CCC2(C)C(=O)NS(=O)(=O)c2cccc(OC(F)F)c2)nn1C (stereo not drawn)
  0, 17
#90 COc1ccc(C(C(=O)NCc2ccccc2)n2c(=O)c(-c3ccco3)nc3ccccc32)cc1 (stereo not drawn)
  -54, -426
#91 CC1(c2nnnn2Cc2ccccc2)CCC(=O)N1CCCn1ccnc1 (stereo not drawn)
  0, 11
#92 COc1ccc(C(O)c2ncc(-c3cccc(OCc4ccccc4)c3)[nH]2)cc1F (stereo not drawn)
  2, -1
#93 NC(c1csc(Nc2cnccn2)n1)c1ccccc1Cl (stereo not drawn)
  -12, -71
#94 CCOC(=O)c1c(C)c(C)n2c1NC(=O)C2
  10, -21
#95 Cn1ccc2c(-c3ccc(C(=O)O)cc3)cc3c(c21)C1CCC3O1 (stereo not drawn)
  -3, -355
#96 Cc1ccsc1C(=O)N1CCCC1(C)C(=O)NCC(C)C (stereo not drawn)
  1, 13
#97 Cc1ccc(Cc2c(-c3ccco3)nc3ccc(Br)cn23)cc1
  -3, -53

Given field by field: 4 of the compounds above.
88. COc1ccc(-c2cc(C(=O)NCC3CCCCC3)[nH]n2)c(C)c1
  SENP1 FRET inh: -1	SENP8 inh: 0
89. Cc1cc(C(=O)N2CCC2(C)C(=O)NS(=O)(=O)c2cccc(OC(F)F)c2)nn1C (stereo not drawn)
  SENP1 FRET inh: 0	SENP8 inh: 17
90. COc1ccc(C(C(=O)NCc2ccccc2)n2c(=O)c(-c3ccco3)nc3ccccc32)cc1 (stereo not drawn)
  SENP1 FRET inh: -54	SENP8 inh: -426
91. CC1(c2nnnn2Cc2ccccc2)CCC(=O)N1CCCn1ccnc1 (stereo not drawn)
  SENP1 FRET inh: 0	SENP8 inh: 11

Source: PubChem BioAssay
